TDP1 cell CPT: DT40-hTDP1 cell growth loss with CPT; Potency, µM (highest dose often 46.2 µM), without a hit: top-dose activity change, negative = growth inhibition, hits mostly inhibitors; actives 12% (n = 420,000); chicken DT40 Tdp1-/-;hTDP1 cells + 20 nM CPT, ATP luminescence, 48 h; further: nearly all actives have a fitted effect of over 55% in size
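Cell growth measured by CellTiter-Glo luminescence after a minimum 48 h, 37 C compound exposure with 20 nM CPT in Tdp1-knockout DT40 cells stably expressing hTDP1, seeded 400/well; qHTS titration format.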
FEN1 inhibitor: human FEN1 inhibition. Potency, µM (titrated, usually from 114 µM), for the others: at the top dose activity change, negative = inhibition, usual class: inhibitors. P39748. actives 0.35% (n = 390,000). Recombinant FEN1 flap cleavage, fluorescence, 15 min; further: nearly all actives have a fitted effect of over 65% in size
Target sequence (P39748 whole entry, looked up): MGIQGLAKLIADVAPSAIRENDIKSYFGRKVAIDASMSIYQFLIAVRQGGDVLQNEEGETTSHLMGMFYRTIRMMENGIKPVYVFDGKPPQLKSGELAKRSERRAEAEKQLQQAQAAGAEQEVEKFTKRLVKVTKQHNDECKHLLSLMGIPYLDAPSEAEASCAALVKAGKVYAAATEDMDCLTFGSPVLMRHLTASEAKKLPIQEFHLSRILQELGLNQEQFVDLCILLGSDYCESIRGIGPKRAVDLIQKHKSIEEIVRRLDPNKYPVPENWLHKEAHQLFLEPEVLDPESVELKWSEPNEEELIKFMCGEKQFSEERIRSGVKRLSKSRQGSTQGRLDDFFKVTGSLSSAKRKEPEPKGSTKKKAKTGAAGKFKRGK
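Nuclease activity of 10 nM FEN1 was measured after 15 min of room-temperature exposure to titrated compounds, by adding 50 nM flap substrate and reading plates at 0 and 15 min.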
N370S GC: inhibits or activates N370S mutant glucocerebrosidase | actives 0.092% (n = 330,000) | Potency, µM (top dose mostly 59.4 µM), without a hit: top-dose activity change, negative = inhibition, actives largely listed as inhibitors | N370S GC spleen homogenate, 4MU-glucoside fluorescence | AID 2101;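 further: 0% = full enzyme activity and -100% = no enzyme basal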
Starred values were filed as active, the others as inactive; ? = inconclusive; · = no result given; & = joins results of further samples; [ ] = dose if it differs, or a comment. The call rests on the fitted dose curve; in most records, active means well fitted curve in the direction sought with a large enough effect; inconclusive means small, poorly fitted or top-dose-only effect, or another doubt; inactive means no such curve, though single readings can be large; an effect the other way counts as inactive or inconclusive. Unless noted, on the % scale 0 is the no-effect control and ±100 the full control effect; potency means the concentration at half of the fitted maximal effect. This is a subset; count on the stated rates, not on these rows.

Every second line gives: TDP1 cell CPT, FEN1 inhibitor, N370S GC
- COc1ccc(-c2cnnn2-c2ccc(NC(=O)c3ccc(S(=O)(=O)N4CCCCC4)cc3)cc2)cc1
→ ?, -7%, -11%
- COc1ccc(C(C(=O)Nc2ccc3c(c2)OCO3)N(C)C(=O)Cc2c[nH]c3ccccc23)cc1 (stereo unspecified)
→ 18µM*, -8%, 7%
- COCc1cc(C)nc(OCC(=O)N/N=C/c2ccc(OC)c(OC)c2)c1C#N
→ -11%, -9%, 7%
- C/C(=N\NC(=O)C1(C)CC1(Br)Br)c1ccc(C)cc1C (stereo unspecified)
→ -19%, 8%, -8%
- CCOc1ccccc1CNn1cnnc1
→ 2%, 18%, ·
- COc1ccc(N(Cc2ccccc2)S(=O)(=O)c2cccc(C(=O)NCC3CCCO3)c2)cc1 (stereo unspecified)
→ 0%, -4%, -11%
- CC1=NN(C(=O)c2ccc(Cn3cc(Br)c([N+](=O)[O-])n3)o2)C(O)(C(F)(F)F)C1 (stereo unspecified)
→ 3.3µM*, -7%, 18%
- N#CNC(=Nc1cccc(C(F)(F)F)c1)SCc1ccc(C(=O)O)cc1
→ -1%, 12%, 19%
- CN(C)c1ccc(/C=C2\C(Cl)=Cc3ccccc32)cc1
→ ?, -21%, ·
- COc1ccc(-c2nn(-c3ccc(F)cc3F)c3c2cnc2ccc(F)cc23)cc1
→ -30%, 6%, ·
- COc1cccc2sc(N(Cc3cccnc3)C(=O)Cc3ccccc3)nc12
→ ?, -18%, ·
- COC(=O)c1ccc(COc2ccccc2/C=C(\C#N)C(=O)Nc2c(C)cccc2C)cc1
→ 13µM*, 3%, 18%
- C=CCn1c(SCc2nc3ccccc3c(=O)[nH]2)nc2ccccc2c1=O
→ ?, -2%, -22%
- O=C(CSc1nc2ccccc2n1Cc1ccccc1Cl)NCc1ccccc1
→ 15µM*, 0%, ·
- Cc1ccc(C)c(NC(=S)NC(NC(=O)Cc2cccc3ccccc23)C(Cl)(Cl)Cl)c1 (stereo unspecified)
→ 8.2µM*, 5%, 5%
- COc1ccccc1NC(=O)CSc1nnc2c3ccccc3n(C(C)C)c2n1
→ 3.7µM*, -22%, ·
- COc1ccc(S(=O)(=O)NC2CC(=O)N(c3ccc(C)c(C)c3)C2)cc1C (stereo unspecified)
→ ?, 2%, -7%
- O=C(Nc1ccc(Nc2ccccc2)cc1)c1cccc(F)c1
→ ?, -15%, ?
- O=C(CSc1nc2ccccc2n1Cc1ccc(Cl)cc1)N/N=C/c1ccccc1C(=O)O
→ -3%, -5%, 7%
- CN1CCN(C2OC(=O)c3ccccc32)CC1 (stereo unspecified)
→ -17%, -2%, 26%
- Cc1cc(C)n(Cc2cccc(F)c2)c(=O)c1C#N
→ 5%, 4%, 6%
- CCCS(=O)(=O)c1nc(S(=O)(=O)c2ccc(C)cc2)c(NCc2ccc3c(c2)OCO3)s1
→ -20%, 10%, 6%
- CCCC/C(C)=N\NC(=O)CNS(=O)(=O)c1ccc([N+](=O)[O-])cc1
→ 3%, -10%, 13%
- O=C(C[C@H]1C/C=C\CCC(=O)OC[C@H]2CCCN2C1=O)NCCO
→ 9%, -12%, ·
- Nc1cccc(S(=O)(=O)Nc2ccc(Br)cc2)c1
→ -22%, -9%, -2%
- CSc1nc2n(n1)C(c1cc(Br)ccc1F)C(C(=O)N(C)C)=C(C)N2 (stereo unspecified)
→ 3%, 5%, 2%
- Cc1ccc2nc3c(cc(C(=O)NCCc4ccccc4)c(=N)n3CCN3CCOCC3)c(=O)n2c1
→ ?, -4%, 28%
- O=C(NCCc1ccccc1)c1ccnc(/C=N/O)c1
→ -5%, 6%, 1%
- O=C(c1cc(C(=O)N2CCOCC2)c2nc3ccccc3n2c1)c1ccccc1O
→ ?, -4%, 9%
- COc1ccc(-c2nc3c(=O)n(C)c(=O)[nH]c3n2CCc2ccccc2)cc1
→ 3%, 0%, 0%

Complete entries as entered above:
Entry for O=C(NCCc1ccccc1)c1ccnc(/C=N/O)c1 : TDP1 cell CPT = -5%; FEN1 inhibitor = 6%; N370S GC = 1%
Entry for CN1CCN(C2OC(=O)c3ccccc32)CC1 (stereo unspecified) : TDP1 cell CPT = -17%; FEN1 inhibitor = -2%; N370S GC = 26%

Next part:
Every second line gives: TDP1 cell CPT, FEN1 inhibitor, N370S GC
- COc1cc(C(=O)OCCN2CCOCC2)cc(OC)c1OC
→ -16%, -4%, -4%
- COc1ccc(N2C(=O)CCC(C(=O)Nc3ccccn3)C2c2ccc(OC)c(OC)c2)cc1 (stereo unspecified)
→ -17%, -13%, 1%
- Cn1c(CCNC(=O)c2cccs2)nnc1SCC(=O)N1CCN(c2ccccc2)CC1
→ -16%, 1%, 15%
- CS(=O)(=O)N(CC(=O)NCCSCc1cccc(Cl)c1)c1ccc(F)cc1
→ -17%, -5%, -8%
- COc1ccccc1-c1nc(CNC(=O)NC2CCCCC2)c(C)o1
→ -16%, -4%, ·
- Cc1cc(NC(=O)C(C)SCC(=O)OC(C)C(=O)Nc2cccc(C#N)c2)no1 (stereo unspecified)
→ 11%, 16%, -19%
- CC(NC(=O)Nc1ccc(F)cc1)c1ccc2c(c1)OCO2 (stereo unspecified)
→ -25%, -10%, 5%
- CN(CC(=O)Nc1cccc(S(=O)(=O)NC2=NCCC2)c1)Cc1ccccc1Cl
→ -19%, -9%, ·
- CC(=O)Nc1ccc(C(=O)OCC(=O)NC(=O)NC(C)(C)C)cc1
→ 7%, 0%, -7%
- O=C(CN1C(=O)C2CCCCN2C(=O)c2ccccc21)Nc1ccc(F)cc1 (stereo unspecified)
→ ?, 22%, 1%
- CCOc1ncccc1C(=O)Nc1ccc(C)cn1
→ ?, -10%, -5%
- CN(C)C(=O)CSc1ccc(S(=O)(=O)N2CCCC2)cn1
→ 2%, 2%, 5%
- CN(CC(=O)N1CCN(c2ccccn2)CC1)S(=O)(=O)c1ccccc1
→ 17%, -1%, 7%
- CC(=O)Oc1ccc(C(=O)OCC(=O)c2c(N)n(C)c(=O)n(C)c2=O)cc1OC(C)=O
→ -12%, 17%, -27%
- NS(=O)(=O)c1cccc(NC(=O)COC(=O)Cc2n[nH]c(=O)c3ccccc23)c1
→ -28%, -13%, ·
- C=CCn1c(SCC(=O)Nc2cccnc2Cl)nnc1-c1ccc(Cl)cc1
→ ?, -3%, -1%
- COc1ccc2[nH]c(C(=O)N3CCN(c4ccccc4F)CC3)c(C)c2c1
→ -25%, 8%, -11%
- CC(NC(=O)CNC(=O)C1CCCCC1)c1ccc(S(N)(=O)=O)cc1 (stereo unspecified)
→ 7%, 21%, -2%
- CN(CC(=O)Nc1cccc(Cl)c1)C1=NS(=O)(=O)c2ccccc21
→ 1%, 8%, ·
- COc1cccc(OC)c1-c1nnc(-c2cn(C)c3ccccc23)o1
→ ?, -7%, 18%
- CCc1nn(C(C)C(=O)N2CC(C)CC(C)C2)c(=O)c2cc3occc3n12 (stereo unspecified)
→ -9%, 10%, -1%
- CCN(CC)S(=O)(=O)c1cccc(C(=O)NC2CCCCC2)c1
→ -9%, -2%, -4%
- COc1ccc(OC)c2[nH]c(=O)c(CCNC(=O)c3ccc(S(=O)(=O)N4CCCCC4)cc3)cc12
→ ?, 7%, 2%
- CCC1(c2ccccc2)NC(=O)N(C)C1=O (stereo unspecified)
→ -7%, -12%, 2%&-6%
- O=C1CC(C(=O)N2CCC(N3CCC(C(=O)NC4CC4)CC3)CC2)c2ccccc21 (stereo unspecified)
→ -1%, -7%, 9%
- OC(CNc1nc(-c2cccnc2)nc2ccccc12)c1ccccc1 (stereo unspecified)
→ 15µM*, 7%, 10µM*
- CCCCNC(=O)c1ccccc1NC(=O)CN(c1ccccc1)S(=O)(=O)N(C)C
→ ?, -12%&-7%, 27%
- CC(C)C(NS(=O)(=O)c1cccc2nsnc12)C(=O)NCc1ccco1 (stereo unspecified)
→ 0%, 18%, -4%
- O=c1c2cc(NC(=S)N3CCCCC3)ccc2nc2n1CCCCC2
→ -22%, 3%, -4%
- Cc1ccc(/C=C/S(=O)(=O)NCC(=O)OCC(=O)N2CC(=O)Nc3ccccc32)cc1
→ 2%, -13%, 8%
- Cc1cc2[nH]c(=O)c(=O)[nH]c2cc1S(=O)(=O)N1CCN(c2cccc(C)c2C)CC1
→ -26%&-16%, 0%&11%, ?
- O=C1CC2(CCN(C(=O)c3ccc(F)cc3)CC2)Oc2ccccc21
→ -15%, 3%, -1%
- CSc1cccc(Nc2cc(C(=O)NCCCN(Cc3ccccc3)C(C)C)c3ccccc3n2)c1
→ 5.8µM*, -24%, ·
- CN(C)NC(=O)c1ccsc1NC(=O)c1ccc(S(=O)(=O)N(C)C)cc1
→ -25%, 9%, -7%
- CC(C)CCN1CCN(Cc2cccs2)CC1CCO (stereo unspecified)
→ 13%, 16%, -1%
- O=C(CS(=O)CC(=O)N(CC(=O)NC1CCCC1)c1ccccc1F)Nc1ccc(F)cc1 (stereo unspecified)
→ 1%, -4%, 0%
- CC(C)CCN(C(=O)c1ccccn1)c1c(N)n(Cc2ccccc2)c(=O)[nH]c1=O
→ -12%, -3%, ·
- COc1ccc(S(=O)(=O)N2CCc3ccccc32)cc1C(=O)OCc1c(C)noc1C
→ ?, 3%, 1%[2.35 µM]
- CC(=O)Nc1ccc(-c2csc(N/N=C\c3ccncc3)n2)cc1
→ -24%, -1%, -12%
- O=c1oc2ccc3ccccc3c2cc1-c1nnc(Nc2cc(C(F)(F)F)ccc2Cl)s1
→ -5%, 19%, ·
- O=C(OC1CCOC1=O)c1ccc(Cl)c(S(=O)(=O)N2CCOCC2)c1 (stereo unspecified)
→ -10%, 15%, ·
- COc1ccc(OC)c(C(=O)NC(CC(N)=O)c2ccc(N3CCC(N4CCCC4)CC3)c([N+](=O)[O-])c2)c1 (stereo unspecified)
→ 13%, 13%, ?
- Cc1cc(C)cc(OCC(=O)Nc2nonc2-c2ccc(Br)cc2)c1
→ ?, 15%, ·
- COc1ccc(/C=N/NC(=O)c2ccc(C)cc2)cc1CN1CCN(c2ccc(F)cc2)CC1
→ -5%, -8%, 0%
- Cc1ccc(S(=O)(=O)c2nc(Nc3ccccc3)sc2Cl)cc1
→ ?, -2%, 15%

Further records follow:
Compound,TDP1 cell CPT,FEN1 inhibitor,N370S GC
c1ccc(-n2nnnc2-n2nnc3ccccc32)cc1,-1%,-10%,7%
Cc1ccc(Cl)cc1N1CCN(S(=O)(=O)c2ccc3c(c2)CCCN3C(=O)C2CCC2)CC1,-4%,-6%,·
CC(C)(C)C(=O)/C(C#N)=C/c1cccs1,1%,1%,12%
Cc1noc(C)c1-c1nc(CS(=O)(=O)c2ccc(F)cc2)no1,-17%,7%,0%
Cc1noc(C)c1CSCC(=O)OCC(=O)N1CC(=O)Nc2ccccc21,3%,-4%,-2%
COc1ccc2c(c1)Cc1sc(NC(=O)c3cccc(F)c3)nc1-2,?,-15%,·
CSc1nc(S(=O)(=O)c2ccc(C)cc2)c(Cl)s1,1%,-10%,-6%
Cc1cc(N2CCOCC2)nc2ccc(NC(=O)CCC(=O)N3CCN(c4cccc(C(F)(F)F)c4)CC3)cc12,4.1µM*,-26%,?
O=C(CN(C(=O)c1csnn1)c1cccc(F)c1)NC1CCCC1,0%,11%,0%
CCN(CC(=O)Nc1c(F)cccc1F)C(=O)c1ccc(=O)n(C)n1,5%,2%,·
CCOC(=O)c1ccc(NC(=S)N2CCC(C(N)=O)(N3CCCCC3)CC2)cc1,-10%,1%,-10%
Cc1cc(Nc2cccc(C(F)(F)F)c2)nc2ccc(NC(=O)c3ccc(N(C)C)cc3)cc12,5.2µM*,-22%,·
O=C(CN1C(=O)c2ccccc2C1=O)Nc1ccc(-c2nc3ccccc3o2)cc1,-24%,-5%,2%
CC1=C/C(=N\Nc2ccccc2[N+](=O)[O-])CC(C)(C)C1,-27%,-16%,6%
O=C(Nc1nc2c(F)cc(F)cc2s1)c1ccco1,-1%,8%,-2%
Cc1ccc(-n2c(SCC(=O)Nc3cccc(S(=O)(=O)NC4=NCCCCC4)c3)nc3ccccc3c2=O)cc1,?,-2%,-3%
CC(=O)c1ccc(N(CC(=O)NC2CCS(=O)(=O)C2)S(=O)(=O)c2ccc(C)cc2)cc1 (stereo unspecified),-10%,5%,·
O=C(c1ccc(Cl)cc1)N1CCC(c2ccncc2)CC1,?,-6%,·
Cc1onc(-c2ccccc2Cl)c1C(=O)NC1CCS(=O)(=O)C1 (stereo unspecified),-11%,18%,4%
CCOc1cc(CNCC(C)C)cc(Cl)c1OCc1ccccc1,?,-16%,4%
COc1cccc(NC(=O)Cn2cc(C=O)c3ccccc32)c1,16µM*,5%,1%
NC(=O)CSC1=Nc2ccccc2C2=NC(CC(=O)NCc3cccs3)C(=O)N12 (stereo unspecified),-8%,2%,2%

As entered above.
`CC(C)CCN(C(=O)c1ccccn1)c1c(N)n(Cc2ccccc2)c(=O)[nH]c1=O` | TDP1 cell CPT: -12%
`COCc1cc(C)nc(OCC(=O)N/N=C/c2ccc(OC)c(OC)c2)c1C#N` | TDP1 cell CPT: -11%
